Screening results: PubChem, The Scripps Research Institute Molecular Screening Center
GPR7 antag = blocks human GPR7 receptor signaling; 1.1% of 290,000 active; P48145; AID 1861; inhibition, % at 4.4 µM; GPR7-expressing cells, fluorescence antagonist assay; in the data active = inhibition above about 16%, passing the limit was not always enough;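 also: cells stimulated with the agonist NPW; 0% = agonist with vehicle and 100% = vehicle without agonist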
Target sequence (P48145 whole entry, looked up): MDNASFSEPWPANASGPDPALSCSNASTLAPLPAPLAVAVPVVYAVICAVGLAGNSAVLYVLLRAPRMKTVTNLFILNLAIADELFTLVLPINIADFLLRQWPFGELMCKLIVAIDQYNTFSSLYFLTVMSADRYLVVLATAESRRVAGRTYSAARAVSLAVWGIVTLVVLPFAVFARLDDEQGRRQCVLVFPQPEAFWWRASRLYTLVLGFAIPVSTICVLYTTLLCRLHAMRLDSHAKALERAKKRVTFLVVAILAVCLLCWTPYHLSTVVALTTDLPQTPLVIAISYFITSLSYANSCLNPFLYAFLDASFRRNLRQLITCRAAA
OXTR agonist = human OXTR agonism. 0.32% of 320,000 active. activation, % at 3 µM. AID 2435. CHO-OTR cells, Fluo-8 calcium fluorescence; normalized: DMSO 0%, oxytocin 100%. P30559;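 active = activation above the mean of all tested compounds plus 3 SD, cutoff set per screening run, cut at about 20% in these data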;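 also: peak over basal fluorescence ratio from a 100 s FLIPR kinetic read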
TAAR1 antag = human TAAR1 antagonism | Q96RJ0 | inhibition, % at 3 µM | AID 624466 | CHO RD-HGA16 TAAR1, Fluo-8 calcium fluorescence, antagonist | 1.5% of 360,000 active;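 active = inhibition above a per-plate cutoff, the mean inhibition of test compounds on that plate plus 3 SD, cut at about 49% in these data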;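 also: 0% = DMSO plus EC80 beta-PEA response and 100% = DMSO alone without agonist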
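System: CHO RD-HGA16 cells bearing hTAAR1. Reagent: EC80 β-phenethylamine stimulus. Schedule: seeding 17-24 h prior, 75-min 37 °C, 30-min RT dye loading. Signal: Fluo-8 intracellular calcium dye fluorescence, real-time kinetic reads. Read-out: % inhibition from peak post-agonist over basal fluorescence ratio. Benchmarks: vehicle wells and EC80 agonist wells. Replicates: n of 1.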
CHO parental Ca = signal in parental CHO cells, OX1R antagonist counter-screen; AID 463079; parental CHO-K1, ATP-induced calcium, Fluo-8 fluorescence; 0.63% of 330,000 active; inhibition, % at 5.6 µM;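 active = inhibition above that plate's mean sample inhibition plus 3 SD, cut at about 26% in these data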;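 also: 0% = ATP-challenged DMSO wells and 100% = DMSO wells without ATP; some compounds past the cut are filed as inactive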
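Material: parental CHO cells / Compound: single nominal dose of 5.6 µM per compound / Signal: Fluo-8 fluorescence / Replicates: singlicate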
CHO-K1 Ca ag = nonselective activator or artifact in parental CHO-K1 cells. Fluo-8 calcium fluorescence; scaled to maximal ATP response, vehicle zero. activation, % at 3 µM. 0.48% of 360,000 active. AID 602248; in the data active = activation above about 15%;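 also: untransfected CHO-K1 host cells lacking M1 receptor as counterscreen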
CHO-K1 Ca antag = counter-screen for M1 antagonists: effect in parental CHO-K1 cells. 0.6% of 360,000 active. ATP-induced calcium, Fluo-8 fluorescence. AID 602250. inhibition, % at 3 µM;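 active = inhibition above a per-plate cutoff, the plate's mean sample inhibition plus 3 SD, cut at about 24% in these data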;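 also: 0% = DMSO plus EC80 ATP and 100% = DMSO alone without ATP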
CHO-K1 Ca PAM = nonselective activator or artifact in parental CHO-K1 calcium assay; activation, % at 3 µM; 0.02% of 360,000 active; ATP EC20, Fluo-8 calcium fluorescence; 0% at ATP EC20, 100% at ATP max;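 active = activation above the run cutoff, the mean activation of all test compounds plus 3 SD, cut at about 40% in these data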;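 also: peak over basal fluorescence ratio in a 140 s read after ATP addition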
V1R ag counter = activates human V1a receptor in oxytocin agonist counter-screen. 0.25% of 320,000 active. P37288. CHO-V1R cells, Fluo-8 calcium fluorescence, agonist mode; 0% DMSO, 100% 3 nM vasopressin. activation, % at 3 µM;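 active = activation above the mean activation of all tested compounds plus 3 SD, per screening run, cut at about 20% in these data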;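 also: signal is peak over basal fluorescence ratio across a 100 second FLIPR read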
Target sequence (P37288 whole entry, looked up): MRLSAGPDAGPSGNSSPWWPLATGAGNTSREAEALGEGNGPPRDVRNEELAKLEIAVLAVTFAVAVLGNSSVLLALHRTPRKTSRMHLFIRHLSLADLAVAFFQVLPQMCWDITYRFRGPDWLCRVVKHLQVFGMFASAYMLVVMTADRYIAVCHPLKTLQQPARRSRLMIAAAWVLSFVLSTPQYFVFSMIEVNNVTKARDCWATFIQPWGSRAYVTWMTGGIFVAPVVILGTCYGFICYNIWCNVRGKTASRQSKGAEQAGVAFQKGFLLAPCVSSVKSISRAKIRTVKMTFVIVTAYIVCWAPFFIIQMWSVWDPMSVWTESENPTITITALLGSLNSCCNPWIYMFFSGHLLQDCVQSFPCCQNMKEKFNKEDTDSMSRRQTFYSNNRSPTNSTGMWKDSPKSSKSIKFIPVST
OXTR potentiate = potentiates the human oxytocin receptor response; P30559; CHO-OTR cells, Fluo-8 calcium fluorescence, potentiator mode; 0% = oxytocin EC15, 100% = EC100; activation, % at 3 µM; 0.061% of 320,000 active; AID 2445;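 active = activation above that plate's cutoff, the mean activation of tested compounds plus 3 SD, cut at about 6.6% in these data, passing the limit was not always enough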;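 also: 100% uses oxytocin at 75 nM as the full agonist control; some results filed as inactive read as strong as hits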
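Material: CHO-OTR cells, human receptor; compound dosing: single dose, 3.0 µM nominal final compound concentration; schedule: 6 min compound pre-incubation at room temperature, 100 s kinetic read; measured by: kinetic Fluo-8 calcium fluorescence; read-out basis: % activation vs EC15 and EC100 oxytocin; controls: EC15 oxytocin alone as 0%, 75 nM oxytocin as 100%; replicates: singlicate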
An asterisk follows results filed as active; · = not tested or not shown.

Value order – GPR7 antag, OXTR agonist, TAAR1 antag, CHO parental Ca, CHO-K1 Ca ag, CHO-K1 Ca antag, CHO-K1 Ca PAM, V1R ag counter, OXTR potentiate
- COc1ccc(OCC(O)CNC(=O)c2ccc(C)cc2)cc1 (stereo unspecified)
→ -7.4, -1.2, -5.0, -13.7, 3.7, 3.5, -0.1, -1.5, 2.1
- Nc1nc(SCC(=O)N2CCN(c3ccc(F)cc3)CC2)n[nH]1
→ ·, 1.0, -12.1, -2.5, 0.3, -7.3, 14.3, -0.3, 5.6
- COc1ccc(OC)c(-c2csc(NC(=O)C3c4ccccc4Oc4ccccc43)n2)c1
→ -17.0, 1.1, -20.1, -6.2, -0.6, -9.8, 4.2, -0.2, -0.8
- COc1ccc(C(CCNCc2ccc(OC)c(OC)c2)c2ccc(F)cc2)cc1 (stereo unspecified)
→ 30.9*, 9.8, -28.7, 3.7, 17.9*, 7.5, -0.7, 8.1, -7.6
- COc1ccc(CCNC(=O)c2ccccc2SC)cc1
→ 18.1, -0.7, -8.2, 6.6, 0.3, 4.0, -13.6, -0.4, -3.6
- O=C(COC(=O)C1CCC1)NC(=O)c1ccccc1
→ ·, 1.2, -30.6, -3.7, 0.2, 1.5, -5.2, 0.9, -4.9
- CC1=NN(c2ccccc2)C(=O)C1=Cc1ccccc1
→ ·, ·, 1.9, ·, 3.3, -8.8, -2.1, ·, ·
- Cc1nc2ccccc2nc1CSc1nncs1
→ 7.4, -0.1, -13.1, -12.5, 0.0, 0.8, 6.4, 0.7, -5.0
- CCn1cc(/C=C(\NC(=O)c2ccc(OC)c(OC)c2)C(=O)NCCN2CCOCC2)c2ccccc21
→ -1.1, 0.3, -10.9, -21.0, 1.6, -3.1, 12.0, 2.7, -3.8
- O=C(Nc1cccc(S(=O)(=O)N2CCCC2)c1)[C@H]1C[C@H](O)[C@@H](CO)O1
→ ·, ·, -11.2, ·, 0.4, -0.5, -7.7, ·, ·
- O=C(CSc1nc(-c2ccccc2)c(-c2ccccc2)[nH]1)Nc1nccs1
→ -0.7, -0.4, ·, -12.5, 2.7, -3.5, 21.8, -0.1, -5.8
- CCc1nc2ccc(C(=O)N3CCCC(C(N)=O)C3)cn2c1N(C=O)CC (stereo unspecified)
→ ·, ·, 6.0, ·, 0.3, -0.1, 13.5, ·, ·
- COc1cccc(CNC(C)(C)CO)c1OCc1ccc(Cl)cc1
→ -0.4, 3.4, -16.3, -17.3, 0.9, 2.7, 3.1, 1.2, -8.1
- c1ccc(CNc2nc(-c3cccs3)nc3ccccc23)nc1
→ -3.2, -1.3, -9.4, -17.3, 1.2, -3.0, 6.0, 0.6, -9.3
- COCCCn1c(=O)c2ccccc2n(CC(=O)NCCC2=CCCCC2)c1=O
→ -3.7, 12.9, -11.2, -15.4, -0.3, -1.4, -9.5, -1.4, -13.5
- COc1cccc(S(=O)(=O)Nc2ccc(C(O)(C(F)(F)F)C(F)(F)F)cc2)c1
→ ·, ·, 5.4, ·, 0.7, -4.0, -5.4, ·, ·
- O=Cc1c(OCc2ccccc2)ccc2ccccc12
→ -5.6, -1.6, -0.4, -18.4, 0.9, -8.8, 19.1, 0.3, 6.9
- Cc1ccccc1-n1c(SCC(=O)N2CCOCC2)nc(O)c(Cc2ccccc2)c1=O
→ -10.7, -0.9, -21.0, -17.6, 0.4, -14.3, -6.0, 0.3, -4.7
- C=CCOC(=O)C1C(=O)CC(C)(O)C(C(=O)OCC=C)C1c1ccc(OC)cc1 (stereo unspecified)
→ -0.3, -0.3, -2.8, -1.3, 0.9, -8.2, 18.0, -0.5, -4.5
- CCN(CC(=O)Nc1ccc2c(c1)OCCO2)C(=O)/C=C/c1cccc(C(F)(F)F)c1
→ ·, -1.0, 31.9, -15.6, -0.2, -15.8, 14.4, 0.6, -5.4
- CCOC(=O)c1c(C)[nH]sc1=S
→ -9.6, ·, -7.0, ·, -0.2, -0.3, 12.2, ·, ·
- NS(=O)(=O)c1ccc(NC(=O)CCC2CCCCC2)cc1
→ -6.0, 0.5, 17.2, -10.1, 0.1, -14.4, 6.5, 0.1, -7.2
- COc1cc(OC)cc(-c2nnc(SCC(=O)N3CCOCC3)o2)c1
→ 11.8, 0.4, 0.5, -12.1, 0.4, -13.2, 25.0, 0.0, -5.8
- O=c1[nH]c2cc3c(cc2cc1C(c1nnnn1Cc1ccccc1)N1CCN2CCCC2C1)OCCO3 (stereo unspecified)
→ -9.3, -0.1, -13.2, -1.6, 0.8, -16.8, 12.8, 0.1, -4.6
- CC(C)(C)[C@@H]1C=C(C(N)=O)O[C@H](OCc2ccc(CO)cc2)C1
→ ·, 4.1, 8.3, 2.0, 0.6, 2.5, -2.4, 0.6, -1.1
- CCCCNC(=O)CSc1nc2ccccc2n1S(=O)(=O)c1ccc(Br)cc1
→ 1.1, -1.1, -5.6, -5.2, 0.7, -5.0, 18.3, -0.1, -3.0
- C=CC(COCc1ccccc1)N(C(=O)OC(C)(C)C)S(=O)(=O)c1ccccc1Br (stereo unspecified)
→ ·, 0.5, 17.7, -9.6, -0.4, -15.4, 4.6, 0.2, -6.0
- CCOC(=O)[C@@H]1[C@H]2COc3cc(OC)ccc3[C@H]2N2C(=O)N(c3cccc(Cl)c3)C(=O)[C@]12C
→ 11.3, -0.5, ·, -6.5, 0.9, -7.2, 3.0, 1.6, -6.2
- COc1cccc(CNC(=O)CCn2c(=O)oc3ccccc32)c1
→ -8.4, -0.5, 4.3, -11.3, -0.1, 17.8, -7.0, 0.4, -2.1
- O=C(Nc1cccc(NC(=O)c2ccco2)c1)c1cccc(Br)c1
→ -0.8, 2.1, 29.2, -5.8, 5.0, 6.0, 0.3, 2.2, -5.5
- CC(=O)NC(c1cccc(F)c1)c1nc(-c2cccc(C(C)C)c2)cs1 (stereo unspecified)
→ ·, ·, -12.0, ·, 1.1, -4.9, 9.3, ·, ·
- CC(NC(=O)C1CC1)C(c1cccs1)N1CCN(c2ccccc2)CC1 (stereo unspecified)
→ 4.5, -0.1, -15.4, -5.4, 1.1, -1.6, 9.4, 0.7, -3.3
- COc1cc(/C=C(\C#N)C(=O)Nc2ccccc2)ccc1OCCN1CCOCC1
→ -8.1, 2.0, 6.0, 4.9, 1.6, 9.5, -13.5, 1.9, -12.4
- COc1ccc(C(=O)NC(=S)Nc2ccc3oc(=O)ccc3c2)cc1
→ -1.2, -0.3, -17.8, -1.6, -0.4, -6.3, 18.8, -0.1, -10.2
- NC(=O)COc1ccc(C2c3c(oc4ccccc4c3=O)C(=O)N2CC2CCCO2)cc1 (stereo unspecified)
→ -3.7, 1.5, 3.0, 6.5, 0.0, -6.1, 10.9, -0.4, -0.7
- O=C(Nc1ccccc1Cl)c1ccc(=O)[nH]n1
→ -8.0, 0.1, -7.6, -1.9, 0.4, -8.2, -13.9, 0.6, -7.4
- NC(Cc1ccccc1)c1csc(Nc2ccc(C(F)(F)F)cn2)n1 (stereo unspecified)
→ ·, ·, 20.1, ·, 0.8, 2.0, 0.2, ·, ·
- Cc1ccc(NC(=O)C(=O)Nc2ccccn2)cc1
→ -11.2, -0.3, 5.4, -5.7, 0.1, 8.7, -8.0, 0.2, -0.6
- COC(=O)C1=C(C)NC(=O)/C1=C\c1cc(C)n(-c2cccc(C)c2)c1C
→ -8.0, -1.2, 17.7, -6.2, 0.6, -15.7, 26.4, -0.2, -5.8
- COc1ccc(/C=C/C(=O)Nc2ccc(-c3nnc4n3CCCCC4)cc2)c(OC)c1
→ -1.8, -3.4, 28.0, -16.2, 0.6, 2.1, -3.0, 0.1, -4.7
- COc1cc([N+](=O)[O-])ccc1NC(=O)Cn1ccsc1=N
→ -12.4, 1.4, -3.3, -5.4, 0.7, -18.7, 20.4, 1.3, 2.4
- Cc1ccc(Cn2c(CCNc3nc(-c4ccc(Cl)c([N+](=O)[O-])c4)cs3)nc3cc(C(=O)NCCCO)ccc32)cc1
→ ·, -1.3, 55.4*, -2.5, 2.0, -6.2, 11.1, -0.6, -10.3
- CCCCCN(C(=O)CCC(=O)OCC(=O)N1C(C)CCCC1C)c1c(N)n(CCCC)c(=O)[nH]c1=O (stereo unspecified)
→ -5.8, -0.1, -7.3, -10.1, 0.6, 1.8, -21.4, -0.2, -4.4
- COc1ccccc1/C=C/C=N/NC(=O)Cc1cccn1C
→ -4.4, -0.9, -3.0, 3.4, 0.2, -9.9, 10.1, -0.4, -9.9
- CC(=O)Nc1cccc(/C(C)=N/Nc2nc3ccccc3s2)c1
→ -11.0, 0.2, 19.8, -14.6, 4.0, -17.9, 23.6, 1.9, -7.7
- O=S(=O)(NC1CCC(NS(=O)(=O)c2c(F)cccc2F)CC1)c1ccc2c(c1)OCCO2 (stereo unspecified)
→ ·, 3.0, 12.9, -7.9, 1.5, -14.3, 7.3, 1.9, -5.9
- COc1ccc(N2CCN(CCS(=O)(=O)c3cc(Cl)ccc3Cl)CC2)cc1
→ ·, -0.6, -3.5, -29.1, 0.9, -18.8, 10.3, 1.3, 1.2
- Nc1cccc2[nH]c(=O)c3ccccc3c12
→ ·, ·, 9.1, ·, -0.1, -8.2, 5.3, ·, ·
- Oc1nc(Nc2ccccc2)sc1/C=C1\C=Nc2ccccc21
→ -2.3, -1.4, 14.0, -28.8, 1.9, 0.1, 12.9, -0.8, -11.3
- Cc1cc(NC(=O)CSc2nnc(N)s2)c([N+](=O)[O-])cc1C
→ -12.5, -1.7, -1.6, -13.7, -0.5, -2.3, -4.3, -1.0, -6.2
- O=C(CN1C(=O)NC2(CCCCC2)C1=O)N1CCN(S(=O)(=O)c2ccc(Cl)s2)CC1
→ ·, 1.1, 0.5, -20.9, -0.1, -2.3, 7.6, -0.3, -6.0
- CCOC(=O)N1CCC(NC(=O)Cn2cc3c(n2)CCCC3)CC1
→ -3.1, 0.5, -11.9, -2.2, 1.3, -2.1, 22.6, -0.2, -3.4
